Source: PubChem BioAssay (several laboratories)
STK33 kinase inh = inhibitors of human STK33 kinase; 320,000 tested, 0.073% active; purified STK33, MBP phosphorylation, ADP-Glo luminescence; AID 2661; Q9BYT3; inhibition, % at 10 µM;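 active = inhibition at or above 25%, using the most active replicate where run in duplicate; inactive = inhibition below 25%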
Target sequence (Q9BYT3 whole entry, looked up): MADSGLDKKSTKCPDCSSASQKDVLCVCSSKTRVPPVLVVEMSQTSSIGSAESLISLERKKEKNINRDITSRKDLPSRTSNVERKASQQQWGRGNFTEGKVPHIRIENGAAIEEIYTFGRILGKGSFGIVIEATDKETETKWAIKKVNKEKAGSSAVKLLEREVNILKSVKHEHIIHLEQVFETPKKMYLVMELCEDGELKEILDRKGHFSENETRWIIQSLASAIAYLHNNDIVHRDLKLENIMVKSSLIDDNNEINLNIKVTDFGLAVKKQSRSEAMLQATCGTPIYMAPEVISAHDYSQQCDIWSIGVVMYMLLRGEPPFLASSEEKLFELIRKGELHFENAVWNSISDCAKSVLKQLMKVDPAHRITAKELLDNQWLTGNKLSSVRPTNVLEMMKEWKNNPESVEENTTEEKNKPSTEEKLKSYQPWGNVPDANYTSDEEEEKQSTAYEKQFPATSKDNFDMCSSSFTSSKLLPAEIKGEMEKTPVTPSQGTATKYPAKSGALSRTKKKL
OX1R antag-1 = blocks the human orexin 1 receptor. O43613. CHO/OX1R cells, Fluo-8 calcium fluorescence, orexin A. inhibition, % at 5 µM. 330,000 tested, 0.43% active. AID 434989;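 active = inhibition above its plate's threshold, mean inhibition of all tested compounds on the plate plus 3 SD, cut at about 37% in these data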;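 also: 0% = orexin A challenge wells and 100% = SB-334867-A antagonist wells; not every result past the cut was called active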
Target sequence (O43613 whole entry, looked up): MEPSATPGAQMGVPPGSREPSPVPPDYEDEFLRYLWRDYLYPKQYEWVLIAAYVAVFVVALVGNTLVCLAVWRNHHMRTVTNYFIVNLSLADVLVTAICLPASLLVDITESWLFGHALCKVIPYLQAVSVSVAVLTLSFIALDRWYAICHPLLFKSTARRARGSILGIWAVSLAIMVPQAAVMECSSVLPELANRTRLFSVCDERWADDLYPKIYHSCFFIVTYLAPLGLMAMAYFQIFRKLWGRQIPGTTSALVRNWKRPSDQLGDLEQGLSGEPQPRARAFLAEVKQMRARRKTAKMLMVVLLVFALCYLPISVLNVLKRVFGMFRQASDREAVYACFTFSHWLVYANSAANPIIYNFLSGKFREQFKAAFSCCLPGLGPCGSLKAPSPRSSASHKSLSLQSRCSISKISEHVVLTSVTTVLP
OX1R antag-2 = antagonists of human orexin 1 receptor (OX1R); 330,000 tested, 1.8% active; OX1R-expressing cells, FRET antagonist read-out; O43613; AID 485270; inhibition, % at 6.6 µM; in the data active = inhibition mostly above about 38%, no sharp cut-off; inactive = mostly below about 40%;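 also: 0% = agonist challenge alone and 100% = reference antagonist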
An asterisk follows results filed as active; x = no result given.

STK33 kinase inh	smiles	OX1R antag-1	OX1R antag-2
0.8	COc1ccccc1CNC(=O)[C@@H](NC(=O)C1CCN(C(=O)[C@@H]2CCCN2)CC1)C(C)C	-12.3	9.1
-0.5	O=C(NCc1ccco1)c1noc2c1CCCC2	0.8	1.5
-2.1	O=S(=O)(NCc1ccco1)c1ccc(Cl)nc1	-2.6	18.6
-0.3	N#CCCn1cc(/C=N/N=C2\NC(=O)C(CC(=O)O)S2)c(-c2ccc(F)cc2)n1 (stereo not drawn)	-5.5	9.8
0.2	Cc1cc2cc(CCNC(=O)c3cccc([N+](=O)[O-])c3)c(=O)[nH]c2cc1C	-26.2	41.5
1.2	CCS(=O)(=O)N1CCN(c2ccc([N+](=O)[O-])c(NCc3ccccc3)c2)CC1	-13.0	24.0
-0.8	CCCCN(C(=O)CSc1ncnc2sccc12)c1c(N)n(Cc2ccccc2)c(=O)[nH]c1=O	-18.1	22.1
-0.9	COc1cccc(NC(=O)CCN2C(=O)c3cccc([N+](=O)[O-])c3C2=O)c1	-3.0	25.1
1.3	COc1ccccc1NC(=O)N(CCN1CCOCC1)Cc1cc2cc(C)cc(C)c2[nH]c1=O	-34.3	19.3
-0.1	NC(=O)COc1c(-c2ccco2)oc2ccccc2c1=O	-4.7	41.7
-2.5	O=C(CNS(=O)(=O)c1ccc(F)cc1)N1CCCC1	-13.2	5.1
-1.2	O=C(c1cnn(-c2ccccc2)c1)c1cc(F)ccc1O	-8.0	-0.2
5.0	CCOc1ccc(-c2n[nH]c(C)c2-c2ccccn2)c(O)c1	-24.7	18.5
-1.5	O=C(Nc1cc(S(=O)(=O)N2CCOCC2)ccc1Cl)c1cc2ccccc2o1	-0.9	2.9
0.6	CCc1ccc(N2C(=O)C(Cl)=C(Nc3ccc(C(=O)N4CCCC4)cc3)C2=O)cc1	-2.5	17.2
-0.6	CN(C)C=NC(=O)c1cc(C(=O)c2ccc(Cl)cc2Cl)c[nH]1	-8.9	14.5
-0.2	COc1ccc(-c2ccc3c(c2)S(=O)(=O)c2cccc(C(=O)N4CCN(C5CCCCC5)CC4)c2C3=O)cc1OC	-2.4	26.2
x	O=C(O)c1ccc(CSc2ncnc3c2cnn3Cc2ccccc2)cc1	-13.2	20.4
-0.9	COc1ccc(-c2c/c(=N\c3nc(-c4ccccc4)c(C)s3)c3ccccc3o2)cc1O	-15.0	27.6
0.1	CCn1cc(CNC(=S)Nc2cccc(Cl)c2C)cn1	-12.0	1.0

Going on with the list.
STK33 kinase inh	smiles	OX1R antag-1	OX1R antag-2
-2.0	CCOc1cc(C(=O)N2CCN=C2SC)cc(OCC)c1OCC	-19.0	21.5
0.0	Cn1cccc1-c1nc2ccccc2[nH]1	-14.7	11.1
-1.4	Cc1ccc(-c2cc(C(=O)N3CCN(c4ccccc4O)CC3)c3ccccc3n2)cc1	-24.8	3.2
-1.2	Nc1scn[n+]1Cc1cccc2cccnc12	-30.9	0.0
-1.1	COCCNC(=O)CN(C(=O)CCC(=O)Nc1ccccn1)c1ccc(OC)cc1	-18.3	-6.3
-0.9	COc1cc(/C=N/NC(=O)c2ccc([N+](=O)[O-])cc2Cl)cc(Br)c1O	-7.8	16.4
-0.2	Oc1ccc(N=C/C=C/c2ccc(Br)cc2)cc1-c1nc2ccccc2s1	0.2	26.1
-0.8	O=C(CSc1nc(-c2ccco2)cc(C(F)(F)F)n1)N1CCN(Cc2ccccc2)CC1	-31.9	14.9
1.1	CSc1ccccc1C(=O)NCc1ccc(C)cc1	-17.7	1.1
0.8	COc1ccccc1CN1CCCCC1C(=O)O (stereo not drawn)	5.0	16.9
2.6	Nc1nc(SCc2nc(-c3ccccc3)no2)[nH]c(=O)c1-c1ccccc1	-23.8	17.9
-1.2	CC(C)CNC(=O)C1CCN(c2ccc(S(=O)(=O)N3CCOCC3)cc2Cl)CC1	-2.3	11.8
-0.7	COc1ccc(OC)c(NC(=O)CSc2nn3c(=O)c(C)nnc3s2)c1	-5.5	1.5
x	N#CCCn1cc(C(=O)Nc2ccccc2Br)c(-c2cc3ccccc3o2)n1	-7.4	18.2
-0.6	COc1ccc(NC(=O)C2=NN(C3CCS(=O)(=O)C3)C(=O)CC2)cn1 (stereo not drawn)	-10.9	19.7
-0.9	COc1ccc(C2=Nn3c(nnc3-c3cccnc3)SC2)cc1OC	-14.2	17.1
-1.9	CN(C)CC#CCC(O)(c1ccccc1)c1ccccc1	-11.2	-0.4
-0.6	O=C(CSc1nc2ccccc2nc1N1CCCCC1)Nc1ccc(F)cc1	-24.2	4.6
0.0	Cn1c(=O)[nH]c(=O)c2c1[nH]c(=S)n2Cc1ccccc1	-4.2	7.9
-1.1	COC(=O)c1cncc(C)c1	-13.6	10.1

(further entries)
STK33 kinase inh	smiles	OX1R antag-1	OX1R antag-2
-0.4	COc1cc(/C=N/Nc2nc(N3CCCC3)nc(N3CCCC3)n2)ccc1OCc1ccccc1F	-30.2	3.8
x	CC[C@]1(C(=O)OC)[C@H]2C(=O)N(C)C(=O)[C@H]2[C@H]2CN=C(SCC3CC3)N21	-9.7	4.5
-1.7	Cc1ccc(NC2=NC(C(=O)Nc3ccc(C)c(C)c3)CC(=O)N2)cc1 (stereo not drawn)	-8.6	8.9
-1.0	CC1(C)CC(=O)C(C=NCCN2CCN(C(=S)NC3CCCCC3)CC2)=C(O)C1	-7.0	14.4
-0.4	CC(C)C(=O)NCC(c1ccc2c(c1)OCO2)N1CCOCC1 (stereo not drawn)	-7.4	6.6
0.4	CCOC(=O)c1cnc(-c2ccccc2)nc1Oc1ccc(Cl)cc1	-13.4	20.5
-0.5	CCOC(=O)N1CCN(C(=O)CSc2ccc(-c3ccncc3)nn2)CC1	-2.4	16.1
-0.3	Cc1c([N+](=O)[O-])c(N)nn1C	-11.2	8.1
1.1	Cc1ccc(NCc2nnc(SCC(=O)Nc3ncc(C)s3)n2Cc2ccco2)c(C)c1	-13.1	7.9
-2.0	CCOC(=O)C1CCN(S(=O)(=O)c2cc(Br)cc3c2N(C(=O)C2CC2)CC3)CC1	-26.1	30.1
-0.7	O=C(CCCc1ccccc1)NCc1cn2ccsc2n1	-6.0	-0.3
-0.6	O=C(NCc1ccc(F)cc1)C1CCN(c2cnccn2)CC1	-29.8	13.1
-0.4	COc1cc(OC)cc(-c2nc3ccccc3s2)c1	7.8	7.2
-0.2	O=C(NCCF)C1Nc2ccc(OC(F)(F)F)cc2C2C=CCC12 (stereo not drawn)	-15.2	10.4
-0.8	CCc1ccc(C2CC(c3ccc(F)cc3)Nc3nc(N)nn32)cc1 (stereo not drawn)	-13.0	4.6
2.6	CC(C)(C)OC(=O)N1CCC(c2cc(=O)n3[nH]cc(C(=O)NC4CCCC4)c3n2)CC1	-11.6	9.8
3.1	Cc1ccccc1-c1nc(S(=O)(=O)c2ccc(Cl)cc2)c(NCCN2CCOCC2)o1	-39.5	12.4
-0.6	COc1cc(OC)c(C2CC(=O)N3CN(c4ccccc4C)CSC3=C2C#N)cc1OC (stereo not drawn)	-27.0	16.5
-1.2	CCn1cnc2cc(NCc3ccccc3Cl)ccc21	-1.1	-5.0
x	CC(=O)Nc1cccc(NC(=O)Nc2ccc(C)c(Cl)c2)c1	-15.4	23.6

Looked up by structure from the entries so far, 2 records:
STK33 kinase inh	smiles	OX1R antag-1	OX1R antag-2
-1.7	Cc1ccc(NC2=NC(C(=O)Nc3ccc(C)c(C)c3)CC(=O)N2)cc1 (stereo not drawn)	-8.6	8.9
0.4	CCOC(=O)c1cnc(-c2ccccc2)nc1Oc1ccc(Cl)cc1	-13.4	20.5

Next part
STK33 kinase inh	smiles	OX1R antag-1	OX1R antag-2
-0.3	Cc1cccc(-n2nc3c(c2NC(=O)c2ccc4c(c2)OCO4)CS(=O)(=O)C3)c1C	-4.5	-7.9
0.0	CCn1c(SC(C)C(=O)N2CCOCC2)nc2sc(C)c(C)c2c1=O (stereo not drawn)	-1.8	12.0
0.5	O=C1CCCC2=C1C(c1cccs1)Nc1ccc3ncccc3c12 (stereo not drawn)	-19.6	12.5
-1.5	COc1cc2c(cc1OC)C(c1cccnc1)CC(=O)N2 (stereo not drawn)	-8.3	7.5
0.5	Cc1ccccc1NC(=O)CNc1ccc(Cl)c(C(F)(F)F)c1	-11.6	18.4
-2.0	CC(C)(C)c1ccc(OCCC(=O)NC2=NCCS2)cc1	-19.5	6.6
-0.4	CCOc1ccc(N2C(=O)Nc3ccc(Br)cc3C2(O)C(=O)NCCCN(C)C)cc1 (stereo not drawn)	-8.4	6.9
1.6	CCCCCCOc1ccc(/C(C)=N/NC2=NCCN2)cc1	-1.1	11.4
0.0	Cc1cc(C)cc(OCC(=O)OCC(=O)Nc2cc(C)nn2-c2ccccc2)c1	-10.4	3.8
-1.7	Cc1nc(S(=O)(=O)N(C)c2ccccc2)c(C#N)c(C)c1Cl	-8.6	20.7
-0.1	COc1ccc(CCNC(=O)CC2(CC3=NS(=O)(=O)c4ccccc4N3)CCCC2)cc1OC	-26.5	11.3
-2.7	Cc1cccc(N=C2N=C(N)c3ccccc32)c1	-4.2	7.5
-1.8	CC(=O)Nc1ccc(C(=O)COC(=O)C2CC3CCCC(C2)C3=O)cc1 (stereo not drawn)	-17.5	9.8
0.8	C=CCNc1nc(-c2sc(NC(=O)CC)nc2C)cs1	-19.1	30.5
-2.0	CCOc1ccc2nc(Nc3nc4ccc(NC(C)=O)cc4s3)sc2c1	-13.5	-57.7
-1.3	CCCCN1C(=O)c2ccc(C(=O)Nc3ccc(S(=O)(=O)N(C)C)cc3)cc2C1=O	1.9	5.2
-0.5	Cc1cccc2cc(CN(CCN(C)C)C(=S)NCc3ccco3)c(=O)[nH]c12	-16.1	-1.1
-1.0	O=C(Nc1ccc([N+](=O)[O-])cc1)/C(=C/c1cccc([N+](=O)[O-])c1)NC(=O)C1CCCCC1	34.5	14.7
-0.3	O=C(CCc1nc2ccccc2s1)OCC(=O)N1CCN(C(=O)c2ccco2)CC1	-18.9	4.7
0.4	O=C(NCCCN1CCN(Cc2ccccc2Cl)CC1)Nc1ccccc1	-27.8	9.6

Continuation:
STK33 kinase inh	smiles	OX1R antag-1	OX1R antag-2
-0.9	COCCCNC(=S)N1CCN(c2nc(-c3ccccc3)cs2)CC1	-15.9	22.3
-0.6	O=C(OCCN=C1NS(=O)(=O)c2ccccc21)c1ccccc1	-10.5	18.7
0.4	CCC(C)OC(=O)c1cc(C)nc2c(Br)cc(Br)cc12 (stereo not drawn)	-9.8	-5.0
-0.4	COc1ccc(C2CC2/C(C)=N/OC(=O)c2ccc(F)cc2)cc1 (stereo not drawn)	-10.9	8.9
1.0	COc1cc(/C=N/n2c(C)n[nH]c2=S)ccc1OCc1ccccc1	-10.2	13.3
-1.5	O=C(N1CCOCC1)N1CCc2ccccc21	-0.9	11.4
0.1	COc1cc2c(cc1NC(=O)COC(=O)[C@@H](NC(=O)c1ccccc1F)C(C)C)oc1ccccc12	-14.3	2.6
-5.3	C=CCOC(=O)C1=C(C)N=c2s/c(=C3\C(=O)N(CC(=O)O)c4ccccc43)c(=O)n2C1c1ccc(OC)cc1 (stereo not drawn)	-0.7	17.5
-1.9	COc1ccccc1C(=O)NC(CCSC)C(=O)NCCCSc1ccccc1 (stereo not drawn)	-12.1	22.9
-1.4	CNS(=O)(=O)c1cccc(C(=O)OCC(=O)Nc2ccc(OC)cc2[N+](=O)[O-])c1	-20.9	27.1
-2.3	Cc1cccc(/C=N/NC(=O)CN2CCCCCCC2)c1	-18.4	11.6
-1.9	O=C(Nc1c(Cl)cc(Cl)cc1C(=O)NCC1CCCO1)c1ccco1 (stereo not drawn)	-16.1	14.3
-1.4	COc1ccc(-n2nc(C(=O)NCc3ccco3)c3ccccc3c2=O)cc1	-9.3	24.0
0.0	NC(=O)c1c(NC(=O)C2c3ccccc3Oc3ccccc32)sc2c1CCCCC2	-18.5	12.4
-0.5	CC(NC(=O)CN1C(=O)NC2(CCCC2)C1=O)c1ccc(Cl)cc1Cl (stereo not drawn)	-13.6	8.2
1.3	COc1cc(C2C(C#N)=C(N)Oc3cc(C)n(CCN4CCOCC4)c(=O)c32)cc(OC)c1OC (stereo not drawn)	-17.6	19.6

Six of the entries above in order of the OX1R antag-1 value, high to low:
Molecule | OX1R antag-1
C=CCOC(=O)C1=C(C)N=c2s/c(=C3\C(=O)N(CC(=O)O)c4ccccc43)c(=O)n2C1c1ccc(OC)cc1 (stereo not drawn) | -0.7
COc1cccc(NC(=O)CCN2C(=O)c3cccc([N+](=O)[O-])c3C2=O)c1 | -3.0
CC[C@]1(C(=O)OC)[C@H]2C(=O)N(C)C(=O)[C@H]2[C@H]2CN=C(SCC3CC3)N21 | -9.7
CC(C)(C)OC(=O)N1CCC(c2cc(=O)n3[nH]cc(C(=O)NC4CCCC4)c3n2)CC1 | -11.6
COc1ccccc1CNC(=O)[C@@H](NC(=O)C1CCN(C(=O)[C@@H]2CCCN2)CC1)C(C)C | -12.3
Cc1ccccc1-c1nc(S(=O)(=O)c2ccc(Cl)cc2)c(NCCN2CCOCC2)o1 | -39.5

As entered above.
In OX1R antag-2, COc1ccc(-n2nc(C(=O)NCc3ccco3)c3ccccc3c2=O)cc1 has 24.0
In OX1R antag-1, Cc1cccc(/C=N/NC(=O)CN2CCCCCCC2)c1 has -18.4
In OX1R antag-2, C=CCOC(=O)C1=C(C)N=c2s/c(=C3\C(=O)N(CC(=O)O)c4ccccc43)c(=O)n2C1c1ccc(OC)cc1 (stereo not drawn) has 17.5
In STK33 kinase inh, CC(NC(=O)CN1C(=O)NC2(CCCC2)C1=O)c1ccc(Cl)cc1Cl (stereo not drawn) has -0.5
In OX1R antag-2, COc1cc(C2C(C#N)=C(N)Oc3cc(C)n(CCN4CCOCC4)c(=O)c32)cc(OC)c1OC (stereo not drawn) has 19.6
